# High-throughput results: PubChem BioAssay, several laboratories
# V1R ag counter: counter-screen for oxytocin receptor agonists: human V1a receptor agonists; 320,000 compounds, 0.25% hits; activation, % at 3 µM; CHO-V1R cells, Fluo-8 calcium fluorescence, agonist mode; 0% DMSO, 100% 3 nM vasopressin; P37288;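 active = activation above the mean activation of all tested compounds plus 3 SD, per screening run, cut at about 20% in these data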;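 also: signal is peak over basal fluorescence ratio across a 100 second FLIPR read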
# NALP1 yeast inh: NALP1 inhibition. S. cerevisiae NALP1/ASC/caspase-1 growth, X-gal OD620, 72 h. inhibition, % at 10 µM. 280,000 compounds, 0.61% hits; in the data active = inhibition mostly above about 24%, no sharp cut-off; inactive = mostly below about 32%; also: some compounds called inactive have numbers as strong as hits
# GalR3 antag: human GalR3 antagonism | O60755 | HEK293 GalR3-CNG cAMP membrane potential fluorescence; galR3 body fused to GalR1 C-terminus | inhibition, % at 3 µM | 360,000 compounds, 0.44% hits;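 active = inhibition above the screen-wide average plus 3 SD, cut at about 13% in these data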;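 also: forskolin and galanin both at EC90 stimulate the cells; cAMP rise reported by CNG channel membrane potential dye signal; 0% = forskolin plus galanin with DMSO and 100% = forskolin alone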
# Target sequence (O60755 1-299 limits assumed): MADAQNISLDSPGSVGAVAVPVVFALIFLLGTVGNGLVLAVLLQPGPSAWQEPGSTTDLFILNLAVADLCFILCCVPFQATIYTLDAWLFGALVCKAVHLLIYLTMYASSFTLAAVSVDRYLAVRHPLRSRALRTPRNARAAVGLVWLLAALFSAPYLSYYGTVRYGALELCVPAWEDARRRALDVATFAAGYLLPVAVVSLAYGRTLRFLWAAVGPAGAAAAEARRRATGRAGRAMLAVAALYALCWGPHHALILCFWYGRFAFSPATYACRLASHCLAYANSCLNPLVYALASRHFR
# MEKK2mut PB1 HTS: signal of MEK5 binding to mutant human MEKK2 PB1 domain; bead flow cytometry, Alexa488-MEK5 binding to MEKK2 mutant; AID 1530; 290,000 compounds, 0.35% hits; percent response, % at 10 µM; in the data active = percent response above about 24%, passing the limit was not always enough; also: inactives centre near 1; some results filed as inactive read as strong as hits
# GPR7 antag: blocks human GPR7 receptor signaling | P48145 | GPR7-expressing cells, fluorescence antagonist assay | inhibition, % at 4.4 µM | 290,000 compounds, 1.1% hits | AID 1861; in the data active = inhibition above about 16%, passing the limit was not always enough;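 also: cells stimulated with the agonist NPW; 0% = agonist with vehicle and 100% = vehicle without agonist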
# Target sequence (P48145 whole entry, looked up): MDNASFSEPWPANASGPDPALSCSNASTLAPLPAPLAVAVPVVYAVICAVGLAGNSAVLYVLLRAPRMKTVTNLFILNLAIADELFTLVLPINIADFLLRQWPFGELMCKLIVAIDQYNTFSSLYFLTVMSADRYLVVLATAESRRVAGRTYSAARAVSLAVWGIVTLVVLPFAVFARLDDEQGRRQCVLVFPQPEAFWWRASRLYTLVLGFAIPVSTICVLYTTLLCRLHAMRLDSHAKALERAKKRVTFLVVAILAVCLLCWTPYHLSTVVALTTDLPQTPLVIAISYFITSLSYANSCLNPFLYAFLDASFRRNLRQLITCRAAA
# PfM18AAP inh: PfM18AAP enzyme inhibition; recombinant PfM18AAP, H-Glu-NHMec fluorogenic cleavage; inhibition, % at 7.35 µM; 290,000 compounds, 1.2% hits; AID 1822;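 active = inhibition above the campaign mean inhibition over all tested compounds plus 3 SD, cut at about 28% in these data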;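 also: 0% = plate median of test compound wells and 100% = 2 mM ZnCl2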
# OXTR agonist: agonists of human oxytocin receptor. P30559. CHO-OTR cells, Fluo-8 calcium fluorescence; normalized: DMSO 0%, oxytocin 100%. activation, % at 3 µM. 320,000 compounds, 0.32% hits. AID 2435;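 active = activation above the mean of all tested compounds plus 3 SD, cutoff set per screening run, cut at about 20% in these data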;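 also: peak over basal fluorescence ratio from a 100 s FLIPR kinetic read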
# Target sequence (P30559 whole entry, looked up): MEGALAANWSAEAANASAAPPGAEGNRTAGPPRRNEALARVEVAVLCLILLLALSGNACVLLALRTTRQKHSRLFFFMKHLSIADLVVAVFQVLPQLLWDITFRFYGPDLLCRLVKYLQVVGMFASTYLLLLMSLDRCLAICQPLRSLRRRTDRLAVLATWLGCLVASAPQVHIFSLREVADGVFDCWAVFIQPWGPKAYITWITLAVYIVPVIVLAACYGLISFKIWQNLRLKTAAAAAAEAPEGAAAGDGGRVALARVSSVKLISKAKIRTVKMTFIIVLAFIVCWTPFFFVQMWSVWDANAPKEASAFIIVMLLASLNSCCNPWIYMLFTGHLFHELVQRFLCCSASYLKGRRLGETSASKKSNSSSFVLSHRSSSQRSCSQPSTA
# OXTR potentiator: potentiators of human oxytocin receptor. P30559. CHO-OTR cells, Fluo-8 calcium fluorescence, potentiator mode; 0% = oxytocin EC15, 100% = EC100. activation, % at 3 µM. 320,000 compounds, 0.061% hits;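 active = activation above that plate's cutoff, the mean activation of tested compounds plus 3 SD, cut at about 6.6% in these data, passing the limit was not always enough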;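 also: 100% uses oxytocin at 75 nM as the full agonist control; some results filed as inactive read as strong as hits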
#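 Dosing: Single dose, 3.0 µM nominal final compound concentration | Material: Human OTR in CHO cells | Technique: Kinetic Fluo-8 calcium fluorescence | Benchmarks: EC15 oxytocin alone as 0%, 75 nM oxytocin as 100% | Probe or stimulus: Oxytocin at about EC15, sub-maximal agonist stimulus | Incubation: Compound 6 min at room temperature before oxytocin, 100 s read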
# MEKK2 WT-MEK5: raises or lowers MEK5 binding to wildtype human MEKK2 PB1 domain. 290,000 compounds, 1.1% hits. bead flow cytometry, Alexa488-MEK5 binding to MEKK2 WT; actives lie on both sides. binding response (% of control), % at 10 µM; in the data active = binding response below about 67% or above about 130%
# The depositor's hits bear a star; · = not tested or not shown.
SMILES,V1R ag counter,NALP1 yeast inh,GalR3 antag,MEKK2mut PB1 HTS,GPR7 antag,PfM18AAP inh,OXTR agonist,OXTR potentiator,MEKK2 WT-MEK5
CN1CCC(N(C)C(=O)/C(C#N)=C/c2ccc(OC(F)F)cc2)CC1,·,·,-1,11,-14,-9,·,·,114
Cc1ccc(S(=O)(=O)N2CCC(=O)N(C(COCc3cccc(C)c3)C(C)C)CC2)cc1 (stereo not drawn),-0.8,26,3,-4,0,-2,-1.7,-13,97
CC(C)CC(=O)NC(=S)Nc1cc(C(=O)O)ccc1Cl,0.8,12,3,1,-10,-6,-0.9,-1,107
O=C(/C=C/c1ccccc1)c1ccc2c(c1)OCO2,-0.5,-18,-2,-6,-7,17,-2.5,-7,89
Cc1cc(C(=O)NCc2ccccc2Br)no1,0.3,16,0,4,-1,2,-0.9,-2,102
CCOCCCNC(=O)c1oc2ccc(S(=O)(=O)N3CCOCC3)cc2c1C,2.3,12,5,5,-6,-19,0.5,-9,104
CCN(CC)C(C(=O)Nc1ccc2c(c1)OCO2)c1ccccc1 (stereo not drawn),0.3,28,-4,-1,-3,2,-1.5,-3,100
Cc1ccc(-c2nc3cc(Cl)ccc3o2)cc1,0.3,22,1,5,2,2,-0.8,-9,109
O=C(CCCCCCCC(=O)c1ccccc1)c1ccccc1,0.6,-5,-5,37,7,-8,-1.3,-12,84
O=C(NCCc1c[nH]c2ccccc12)c1c(Cl)nc2sccn12,2.4,21,-3,-14,-8,0,1.6,-16,93
COCCCNC(=O)Nc1ccc2c(c1)N(C)C(=O)CS2,0.7,12,-7,0,-4,9,0.0,-8,92
CC(=O)Nc1ccc(S(=O)(=O)NC2CC(=O)N(c3ccc(C)cc3)C2)cc1 (stereo not drawn),-0.3,·,-5,·,·,·,-2.1,-4,·
O=C(NN1CCN(Cc2ccccc2Cl)CC1)c1ccc(Cl)cc1,0.4,26,-4,0,-4,2,-1.4,-1,106
CC(C)(C)NC(=O)C1Cc2ccccc2CN1C(=O)Nc1ccccc1Cl (stereo not drawn),-0.5,1,-3,2,-8,0,-1.2,-12,107
C#CCOCCOCCOCCNc1nc(N2CCOCC2)nc(N2CCN(C(=O)[C@H](Cc3cc4ccccc4[nH]3)n3cc([C@@H](N)C(C)CC)nn3)CC2)n1 (stereo partly drawn),0.8,-5,-5,11,-13,-2,-0.2,-1,126

# Looked up by compound from the list above:
SMILES,V1R ag counter,NALP1 yeast inh,GalR3 antag,MEKK2mut PB1 HTS,GPR7 antag,PfM18AAP inh,OXTR agonist,OXTR potentiator,MEKK2 WT-MEK5
CN1CCC(N(C)C(=O)/C(C#N)=C/c2ccc(OC(F)F)cc2)CC1,·,·,-1,11,-14,-9,·,·,114
Cc1ccc(S(=O)(=O)N2CCC(=O)N(C(COCc3cccc(C)c3)C(C)C)CC2)cc1 (stereo not drawn),-0.8,26,3,-4,0,-2,-1.7,-13,97
Cc1cc(C(=O)NCc2ccccc2Br)no1,0.3,16,0,4,-1,2,-0.9,-2,102

# Carrying on:
SMILES,V1R ag counter,NALP1 yeast inh,GalR3 antag,MEKK2mut PB1 HTS,GPR7 antag,PfM18AAP inh,OXTR agonist,OXTR potentiator,MEKK2 WT-MEK5
CC(Oc1ccccc1)C(=O)NNS(=O)(=O)c1ccc([N+](=O)[O-])cc1 (stereo not drawn),0.7,27,1,2,-6,12,-1.1,-6,100
Cc1ccccc1NC(=O)C1C2CCCC1C2c1ccccc1 (stereo not drawn),-1.8,9,-4,-10,-3,-5,-1.4,-11,94
CC1Sc2ccc(S(=O)(=O)N3CCN(c4cccc(Cl)c4)CC3)cc2NC1=O (stereo not drawn),0.9,-17,-9,-4,-9,-8,-0.2,-5,94
O=C1CC(Sc2nnc(-c3ccccc3O)o2)C(=O)N1c1ccccc1 (stereo not drawn),1.2,-10,-12,·,-7,-46,1.4,-10,·
COc1cc(C(=O)NCCC(=O)NCc2ccc3c(c2)OCO3)cc(OC)c1OC,0.1,16,-3,6,1,-6,-0.7,-4,116
CN(CC(=O)Nc1cccc(F)c1)C(=O)C1CC(=O)N(Cc2ccccc2)C1 (stereo not drawn),-0.2,2,-5,-6,-2,-2,-0.9,-7,91
COc1c(C(CC(C)C)OC(C)=O)ccc2c1C(=O)OCc1cc(C)cc(O)c1O2 (stereo not drawn),-0.2,-6,-1,3,·,·,-0.7,-7,101
Cc1ccc(NC(=S)NCC(C)C)cc1,0.1,15,-2,-1,-4,11,-1.1,-1,99
Cn1c(CNc2ccc(Cl)cc2)nnc1SCc1ccccc1,2.6,7,-3,-4,-2,-2,2.3,-12,96
O=C(c1cc2nc(-c3ccco3)cc(C(F)(F)F)n2n1)N1CCN(c2ccc(F)cc2)CC1,-1.4,0,3,-1,-18,3,-2.1,-9,98
COc1ccc(CCNC(=O)C(=O)NCc2ccccc2C)cc1OC,0.6,-10,-3,2,-3,5,-0.6,-7,103
CCc1sc(C(=O)NNC(=O)CNC(=O)c2ccccc2F)cc1C,0.3,·,1,·,·,·,0.0,-3,·
COc1ccc(Cl)cc1C(=O)O/N=C(\N)c1ccc(Cl)cc1,3.8,49,-3,-1,-2,-4,0.6,-5,95
COc1cc(/C=N/n2nnnc2N)ccc1OCC#N,-0.1,19,-1,0,-2,3,-0.1,-5,103
OCCN(CC#CCC(O)(c1ccccc1)C1CCCC1)CCO (stereo not drawn),0.0,14,0,16,-4,-5,1.3,-9,110
CCOC(=O)N1CCC(NC(=O)CCC(=O)N2CCOc3ccc(Cl)cc32)CC1,0.0,2,-5,-1,-4,0,1.0,3,98
COc1ccc(Cn2c(=O)[nH]c3cc(C(=O)Nc4ccc(N5CCN(C)CC5)cc4)ccc32)cc1,0.7,-8,-1,-2,-8,4,0.3,-10,95
C=CCN(C(=O)CCS(=O)(=O)c1cccc2nsnc12)c1ccccc1,-1.0,17,2,-1,-5,-3,0.9,3,98
O=C(CNC(=O)c1ccc(Br)o1)NCC1COc2ccccc2O1 (stereo not drawn),-0.4,·,-3,·,·,·,0.0,-1,·
O=C(NCCN1CCN(c2cccc(Cl)c2)CC1)Nc1ccccc1,2.4,24,-7,3,8,-10,2.1,-8,110
C/C(=N\NC(=O)CN1CCN(c2ccc(F)cc2)CC1)c1ccco1,0.0,·,-1,·,·,·,-0.5,-4,·
Cc1ccc(C(C)C)c(OCc2nn(CC(=O)c3ccc(OC(F)F)cc3)c3[n+]2CCCCC3)c1,0.1,-24,·,47,20,17,-0.7,-1,217*
N#Cc1c(SCC(=O)O)nc(N2CCOCC2)c2c1CCCC2,-0.7,2,-4,19,-20,-1,0.0,-5,105
O=C(Nc1cccc(F)c1)C1CCN(C(=O)c2ccco2)CC1,-0.6,15,-9,3,-4,-9,0.3,-7,102
Cn1c(SCC(N)=O)nnc1C1CCN(C(=O)NC2CCCCC2)CC1,0.0,28,-4,3,-4,-3,1.4,-4,108
N[C@@H](Cc1ccccc1)c1nnc(SCc2ccccc2Cl)o1,1.9,30,-1,2,-6,-1,1.4,-15,105
CSC(=Nc1ccccc1)Nc1ccccc1,-0.7,7,-5,-4,0,-9,-0.8,1,97
CC(=O)c1ccc(C(=O)N2CCCC(Nc3ccccc3)C2)s1 (stereo not drawn),-0.2,20,-5,0,-11,0,1.2,-2,100
Cc1nc2nc(C)c(CCC(=O)N3CCN(c4ccccn4)CC3)c(C)n2n1,0.2,-4,-3,-27,-11,9,0.1,2,86
O=C(COC(=O)C1(c2ccc(F)cc2)CCCC1)NCc1ccco1,-0.4,5,10,-2,-7,4,-0.7,-4,96
COc1cc(C2NC(=S)NC(c3ccccc3)=C2C(C)=O)cc(Cl)c1OCC(=O)O (stereo not drawn),0.4,17,-7,2,0,3,0.1,0,100
CC(=O)Nc1ccc(NC(=O)CCc2ccc(C)o2)cc1,1.5,13,-6,4,1,-11,0.6,0,97
Cc1ccc2nc(SC(C)C(=O)NCc3ccco3)[nH]c2c1 (stereo not drawn),-0.7,9,-2,1,9,5,-2.0,0,101
Cn1c(SCCOc2ccccc2Cl)nnc1-c1cccs1,-0.5,-3,-5,5,6,-1,-1.4,-5,96
CCOc1ccc(NC(=O)COC(=O)c2ccc(S(=O)(=O)N3CCOCC3)cc2)cc1,-0.4,·,-3,·,·,·,-0.1,-9,·
COc1ccc(C2=NS(=O)(=O)N(C)C(C(=O)N3CCCCC3C)=C2)cc1 (stereo not drawn),1.7,13,·,1,-2,1,0.9,-3,97
FC(F)(F)c1nnc2ccc(N3CCCCCC3)nn12,2.5,18,-2,-14,-8,-1,2.6,-6,91
C[C@@H]1CN([C@H](C)CO)C(=O)c2cc(NC(=O)Nc3ccc4c(c3)OCO4)ccc2O[C@H]1CN(C)Cc1ccncc1,0.1,·,-4,·,·,·,0.0,-4,·
CC1CN(c2ncc(/C=N/NC(=O)c3ccccc3O)s2)CC(C)O1 (stereo not drawn),-0.2,6,-4,-7,6,6,-1.3,-2,95
O=C(NC(=S)N1CCN(c2ccccc2)CC1)c1c(F)cccc1F,0.2,-1,3,1,-26,7,-1.2,-8,99
Cc1ccc(NC(=O)c2cccc(N3C(=O)C4C5C=CC(C5)C4C3=O)c2)cc1C (stereo not drawn),·,10,-3,-4,4,-2,·,·,92
COc1cc(CCC(=O)N2CC(C)OC(C)C2)cc(OC)c1OC (stereo not drawn),0.1,15,-4,7,-3,4,-0.2,-8,103
CCOC(=O)c1nc(C)n(-c2cc(Cl)cc(Cl)c2)n1,-0.6,-2,-1,-4,-9,-11,-1.0,4,98
Cc1[nH]c2ccccc2c1CCN(Cc1cccnc1)C(=S)Nc1cccc(F)c1,0.5,-4,-3,-2,-7,7,1.3,-6,102
Cc1ccc(C)c(CSc2nnc([C@@H]3CCCN3)o2)c1,0.2,·,-4,2,-12,-9,-2.4,-7,104
CCN=C(Nc1ccc2c(c1)OCO2)SC1CC(=O)N(c2ccc(OC)cc2)C1=O (stereo not drawn),0.6,10,-1,2,-15,-7,0.5,-8,98
N#C/C(C(=O)N1CCCC1)=C1/N=C(N)c2ccccc21,0.2,16,0,-3,-10,-14,-1.7,-3,92
CCOC(=O)CN1C(=O)N[C@@H](c2cccs2)C(C(=O)OC)=C1C,0.0,·,-2,-2,·,·,-0.7,3,96
CCc1cc2ccc(C)cc2nc1SCC(=O)Nc1cc(C)on1,-0.6,6,-4,-10,-6,1,-1.3,3,91
CC(C)N(C(=O)CS(=O)(=O)c1ccc(Cl)c(Cl)c1)C(C)C,-0.4,-5,-6,-17,-12,-6,-1.4,-9,78
O=C(CCNS(=O)(=O)c1ccc(Br)cc1)NC1CCN(Cc2ccccc2)CC1,4.0,26,-3,-2,4,-11,1.0,-3,92
COCCn1c(Cc2ccccc2)nnc1SCC(=O)N1CCCC1=O,0.5,·,0,·,·,·,0.1,-6,·
COCCN(C(=O)Nc1ccc(OC)cc1OC)C1CCN(C(C)C)CC1,-0.6,16,-4,-8,-8,-14,-0.4,4,91
N#CC1=C(N)Nc2ncnn2C1c1ccc(F)cc1 (stereo not drawn),0.7,38,-1,1,-11,26,0.8,5,109
COc1ccc(N2CCN(C(=O)CSc3nnc(-c4cccnc4)n3-c3ccccc3)CC2)cc1,-0.1,-9,-1,1,5,-5,-1.0,-4,106
